# HTRA1 inhibitor: blocks human HTRA1 serine peptidase. Q92743. AID 504803. inhibition, % at 5.96 µM. recombinant HTRA1, FP-rhodamine activity-based probe, fluorescence polarization. 0.5% of 340,000 active; in the data active means inhibition above about 36%;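 further: 0% = enzyme with DMSO and 100% = wells lacking enzyme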
# Target sequence (Q92743 whole entry, looked up): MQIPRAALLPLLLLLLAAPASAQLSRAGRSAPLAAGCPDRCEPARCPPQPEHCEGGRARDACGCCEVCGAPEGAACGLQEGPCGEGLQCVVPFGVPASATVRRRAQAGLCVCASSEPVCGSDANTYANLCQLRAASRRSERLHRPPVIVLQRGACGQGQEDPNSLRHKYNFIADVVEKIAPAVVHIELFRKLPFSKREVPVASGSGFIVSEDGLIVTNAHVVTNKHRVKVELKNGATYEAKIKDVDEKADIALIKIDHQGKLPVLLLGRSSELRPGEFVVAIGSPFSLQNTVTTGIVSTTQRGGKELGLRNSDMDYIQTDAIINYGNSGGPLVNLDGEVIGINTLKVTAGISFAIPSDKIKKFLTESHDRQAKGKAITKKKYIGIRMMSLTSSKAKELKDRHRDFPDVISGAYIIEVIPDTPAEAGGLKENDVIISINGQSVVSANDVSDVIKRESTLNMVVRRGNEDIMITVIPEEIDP
# rCAG RNA binder: binds r(CAG) RNA repeats; r(CAG) RNA repeat, TO-PRO-1 dye displacement fluorescence; 1.3% of 370,000 active; AID 651821; inhibition, % at 3 µM;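 active means inhibition above the plate cutoff, the mean of all test compounds on that plate plus 3 SD, cut at about 35% in these data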;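 further: 0% = DMSO alone and 100% = 100 µM mitoxantrone as full dye displacement; higher means more dye released from RNA so lower well fluorescence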
# Rev-erbA mod: Rev-erb alpha (human) modulation; 0.79% of 370,000 active; P20393; activity, % at 10 µM; Rev-erbα–FITC-DNA binding, fluorescence polarization, 90 min; AID 1259318;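 active means activity above about 14%, limit read from the data; passing the limit was not always enough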;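 further: 0% = DMSO wells with 35 nM protein and 100% = DMSO wells with 750 nM protein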
# SMARCA2 activ: increases SMARCA2 function in MMTV reporter cells; MG213 cells, MMTV-luciferase reporter, dexamethasone, overnight; activation, % at 9.1 µM; 1% of 370,000 active; AID 652017; in the data active means activation above about 7.8%;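 further: 0% = vehicle wells and 100% = reference activator wells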
# GC-B act: GC-B (human) receptor activation. 0.11% of 370,000 active. P20594. HEK293-GC-B cells, CNP EC30, cGMP TR-FRET; 0% at EC30 CNP, 100% saturating CNP. activation, % at 10 µM;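 active means activation at 10 µM reaching about 35% in either raw or pattern-adjusted values, limit read from the data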
# ABHD4 inh: inhibits mouse alpha/beta hydrolase domain 4 | Q8VD66 | purified mABHD4, FP-Rh probe fluorescence polarization | inhibition, % at 8.92 µM | 0.54% of 370,000 active | AID 720543;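 active means inhibition exceeding the mean over every tested compound plus 3 SD, cut at about 30% in these data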;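 further: 0% = plate median of compound wells and 100% = S159A mutant with DMSO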
# Target sequence (Q8VD66 whole entry, looked up, the tested form may be a part): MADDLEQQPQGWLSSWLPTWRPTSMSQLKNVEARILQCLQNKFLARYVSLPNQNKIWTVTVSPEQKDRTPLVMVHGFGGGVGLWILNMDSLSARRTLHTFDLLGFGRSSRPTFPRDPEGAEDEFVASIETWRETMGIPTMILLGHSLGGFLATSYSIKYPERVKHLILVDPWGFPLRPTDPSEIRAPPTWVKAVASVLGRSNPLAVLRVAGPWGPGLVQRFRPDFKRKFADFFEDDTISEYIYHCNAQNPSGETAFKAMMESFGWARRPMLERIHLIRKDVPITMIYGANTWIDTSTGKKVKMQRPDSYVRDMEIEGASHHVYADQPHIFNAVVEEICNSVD
#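 Material: mouse ABHD4 enzyme, wild type; Benchmarks: S159A mutant high control, sample median low control; Buffer or medium: HEPES pH 7.0, NaCl, Pluronic buffer; Signal: fluorescence polarization; Read-out: percent inhibition of probe binding, normalized to plate controls; Timing: pre-incubation 45 min, probe exposure 60 min, at 25 °C; Dosing: 8.92 µM, single dose.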
# NPR1 activator: GC-A (human) enzyme activation | HEK293 GC-A cells, cGMP TR-FRET, EC30 ANP; 0% at EC30 ANP, 100% saturating ANP | activation, % at 10 µM | 0.14% of 370,000 active | AID 1671463; in the data active means activation above about 40%
# PG9 Ab binder: PG9 antibody binding by small molecule; 0.43% of 360,000 active; TR-FRET gp120-PG9 antibody binding; inhibition, % at 6.7 µM; AID 624416; in the data active means inhibition above about 8.5%
# ASAP1 GAP inh: inhibitors of human ASAP1 ArfGAP activity | ASAP1-stimulated ARF1 GTP hydrolysis, GDP FP detection | inhibition, % at 16.5 µM | 0.19% of 360,000 active | AID 624377; in the data active means inhibition above about 25%;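 further: 0% = vehicle with enzyme and substrate and 100% = no enzyme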
# ARFGAP1 inh: inhibitors of rat ARFGAP1; Q62848; Arfgap1-stimulated ARF1 GTP hydrolysis, GDP FP detection; inhibition, % at 16.5 µM; 0.26% of 360,000 active;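 active means inhibition above a per-plate limit, mean inhibition of low control wells plus 3 SD, cut at about 25% in these data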;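 further: 0% = DMSO wells with enzyme and 100% = wells lacking Arfgap1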
# Target sequence (Q62848 1-136 limits assumed): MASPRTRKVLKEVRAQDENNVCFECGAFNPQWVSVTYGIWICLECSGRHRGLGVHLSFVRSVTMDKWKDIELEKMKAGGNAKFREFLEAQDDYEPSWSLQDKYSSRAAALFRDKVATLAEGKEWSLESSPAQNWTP
#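 Assay system: Rat Arfgap1 GAP domain (His6, aa 1-136), purified enzyme | Buffer or medium: HEPES 25 mM pH 7.5, NaCl 150 mM, MgCl2, DTT | Schedule: GTP hydrolysis reaction 2 h at 25 °C | Signal: FP of antibody-bound GDP Alexa 633 tracer, ex 620/em 688 nm | Measure: Percent inhibition of Arfgap1-stimulated GTP hydrolysis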
# Numbers without * were called inactive; nt = not tested or not shown. Compounds as they come; about 4.4% have a hit in one of these screens.
# A first look, two compounds:
SMILES,HTRA1 inhibitor,rCAG RNA binder,Rev-erbA mod,SMARCA2 activ,GC-B act,ABHD4 inh,NPR1 activator,PG9 Ab binder,ASAP1 GAP inh,ARFGAP1 inh
CCc1nn(CC(=O)NCc2ccccc2Cl)c(=O)c2cccn12,-1,2,3,4,0,2,0,-0.9,-10,-1
OC(COc1ccccc1)CSc1ncn[nH]1 (configuration not stated),1,0,0,0,6,4,0,0.8,-1,2

# All compounds of this part (from the top)
SMILES,HTRA1 inhibitor,rCAG RNA binder,Rev-erbA mod,SMARCA2 activ,GC-B act,ABHD4 inh,NPR1 activator,PG9 Ab binder,ASAP1 GAP inh,ARFGAP1 inh
CCc1nn(CC(=O)NCc2ccccc2Cl)c(=O)c2cccn12,-1,2,3,4,0,2,0,-0.9,-10,-1
OC(COc1ccccc1)CSc1ncn[nH]1 (configuration not stated),1,0,0,0,6,4,0,0.8,-1,2
O=C1c2cccc(OCC(=O)N3N=C(c4cccs4)CC3c3ccc(F)cc3)c2CCN1Cc1cccnc1 (configuration not stated),-36,5,0,-3,4,-5,3,-0.1,8,14
O=C(O)CN1C(=O)CC(Cc2ccc(Cl)cc2)C1=O (configuration not stated),-4,5,5,-1,5,4,4,-1.3,-5,9
CCc1noc(C)c1C(=O)OCC(=O)c1ccc(NC(=O)CC(C)C)cc1,-9,2,2,-5,0,-20,-2,-0.3,-20,4
CC1(C)OC(=CC=Nc2ccc(Cl)cc2)OC1(C)C,3,1,-5,-4,-3,-3,2,1.8,2,5
Cn1cc(CN2CCCC(CNS(=O)(=O)c3cccc4cccnc34)C2)cn1 (configuration not stated),-1,0,-4,-2,0,6,2,-1.8,-5,3
COc1ccc(CC(=O)n2[nH]c(=O)cc(C)c2=O)cc1OC,7,1,1,-1,3,4,-1,-2.5,-1,-2
COC(=O)N/N=C/c1ccccc1OCc1ccccc1,-2,-2,-1,3,-5,-7,0,-2.4,1,5
COc1ccc(CC(=O)NNC(=O)c2ccc(SCc3cc(F)ccc3F)c([N+](=O)[O-])c2)cc1,-5,9,-7,-2,3,-3,6,-0.2,-2,-1
CCn1c(SCC(=O)Nc2cc(C)ccc2C)nnc1-c1cnccn1,0,-5,4,-2,-2,0,-1,2.0,-1,-6
COc1cccc(NC(=O)COC(=O)CNC(=O)C2CCCCC2)c1,-6,0,0,-1,5,5,0,0.6,-11,-11
O=C(NC(=S)NNC(=O)c1cnccn1)c1ccc(F)cc1,15,-1,2,-1,-3,8,-2,-0.5,-4,2
O=C(CSc1n[nH]c(-c2cccnc2)n1)Nc1ccccc1,9,1,1,2,1,-2,0,-0.9,1,4
CN(c1ccc(C(=O)Nc2ccc(CC#N)cc2)cc1)S(C)(=O)=O,-1,-1,-1,-1,2,-4,4,2.1,6,-9
Cc1onc(-c2c(F)cccc2Cl)c1C(=O)N1C=CC(C(F)(F)Cl)=NCC1,5,-3,-6,-4,2,-8,-5,-2.9,1,-10
c1c2c(cc3sc(N4CCCCC4)nc13)OCCO2,-1,-4,1,-2,3,7,4,0.1,-2,12
COc1cc(Cn2nnc3ccccc32)cc(Br)c1O,4,-1,2,2,-8,10,-3,-1.1,8,5
O=C(CCCC(=O)NC1CCCCC1)Nc1ccc([N+](=O)[O-])cc1,-2,0,-7,-1,2,4,2,-0.7,7,-6
Cc1cc(NS(=O)(=O)c2ccc(NC(=O)c3ccc([N+](=O)[O-])c(Cl)c3)cc2)no1,-15,31,3,-2,1,-6,3,1.1,15,11
CCCN(C(=O)CSc1nc2ccccc2n1CC)C1CCS(=O)(=O)C1 (configuration not stated),3,-6,4,2,0,7,4,0.0,-3,-6
Cc1ccc(N2C(=S)SC3CS(=O)(=O)CC32)cc1 (configuration not stated),6,0,-4,-3,2,-4,1,1.0,0,-12
Cc1cc(C)n2c(SCC(C)C)nnc2n1,-1,-4,2,2,-1,0,2,0.1,6,-11
O=C(Cn1ncc2c3ccccc3n(Cc3ccccc3)c2c1=O)NCc1ccco1,-4,5,0,-1,1,-6,-5,2.3,-5,0
COc1ccc(CC(=O)N2CCC(Nc3nc4ccccc4n3Cc3ccc(F)cc3)CC2)cc1,-18,-1,-2,-3,-3,-1,-6,-2.2,13,7
O=C(COc1coc(CN2CCc3ccccc3C2)cc1=O)Nc1cccc(F)c1,-2,-2,0,0,-2,-4,0,-0.1,-13,-10
Cc1ccc(CNC(=O)CN(Cc2ccccc2)S(C)(=O)=O)cc1,-4,-6,-4,0,-4,3,2,0.1,8,0
CC(C)(C)c1ccc(C(=O)/C=C2\NC(=O)CS2)cc1,-7,4,2,-2,-7,0,1,4.2,-3,-2
Cc1cc(/C=N/NC(=O)CC2(C)OCCO2)c(C)n1-c1ccc(Cl)c(Cl)c1,3,-1,0,-2,-7,-16,-5,-0.3,6,-7
Cc1ccc(S(=O)(=O)NC2CC2)cc1[N+](=O)[O-],2,4,-2,-2,3,-3,0,0.2,-1,2
CCCCOC(=O)C1=C(C)NC(=O)NC1c1ccc(N(C)C)cc1 (configuration not stated),2,-8,-2,-2,-7,5,-4,-0.9,19,-14
COc1ccc(OC)c(C2NC(=O)NC(C)=C2C(=O)OCc2ccccc2)c1 (configuration not stated),4,-4,-1,-1,-7,-4,-10,0.0,7,-10
O=C(Nc1ccc(NC(=O)C23CC4CC(CC(C4)C2)C3)cc1)c1cc(F)c(F)cc1Cl,3,0,3,0,3,2,5,-3.0,-11,-6
O=C(CSc1nc2ccccc2c(=O)n1CC1CCCO1)NCc1ccccc1 (configuration not stated),-3,-3,-7,0,-1,-5,1,-1.7,-8,3
COc1ccc(CCNC(=O)c2ccc(CNc3c(N4CCOCC4)c(=O)c3=O)cc2)cc1OC,3,-2,-3,1,4,7,0,-2.9,5,1
O=C(CCS(=O)(=O)c1cccc2nonc12)N1CC(=O)N(CCc2ccccc2)C(=O)C1,14,-1,2,-2,0,1,2,1.6,3,4
CCOC(=O)C1CCCN(C(=O)c2cc(COc3ccc(C)nc3)on2)C1 (configuration not stated),4,-6,-2,-2,4,-1,0,1.1,-6,7
COc1ccc2c(c1OC)C(=O)N1N=C(c3ccc(-c4ccccc4)cc3)CC21 (configuration not stated),2,-3,3,-3,-1,6,7,-1.0,-3,-19
O=C(NCc1ccccn1)c1cc(Cl)ccc1OCc1ccccc1,-13,-7,0,2,-1,-2,1,-2.0,1,5
COc1ccc(CNC(=O)O[C@H]2CC[C@@]34CCCN3C(=O)CCC[C@H]4[C@H]2C)cc1,nt,nt,-1,nt,-4,3,1,nt,nt,nt
CCOC(=O)c1c(C)n(CC(COC(C)=O)OC(C)=O)c2ccc(OC(C)=O)cc12 (configuration not stated),-8,-4,9,3,1,-5,0,-1.3,10,-9
O=C(CSc1nc2ccccc2n1S(=O)(=O)c1cccc([N+](=O)[O-])c1)NCc1cccs1,4,1,-1,0,4,4,2,-1.1,18,1
CCC(C)OC(=O)C(C)Oc1ccc(-c2ccccc2)cc1 (configuration not stated),-10,-7,2,-2,-3,-3,3,2.1,-4,2
CC(C)Oc1ccc(F)cc1-c1cc(C(=O)Nc2ccccc2)[nH]n1,nt,2,-6,7,5,-24,7,-0.8,-6,8
CCCn1c(SCC(=O)Nc2cc(S(=O)(=O)N(C)C)ccc2OC)n[nH]c1=O,6,-1,-4,1,6,3,2,-1.6,-6,14
O=C(c1ccc(-c2cc3ccccc3oc2=O)cc1)N1CCN(c2ccc(Cl)cc2[N+](=O)[O-])CC1,-28,0,8,-4,-7,0,1,-1.3,-10,-1
CCN(CC)C(=S)Nc1ccc(Cl)c(Cl)c1,4,1,1,-1,2,1,0,-2.6,-3,-6
Cn1c(=O)c(=O)n(C)c2cc(S(=O)(=O)N3CCN(Cc4ccccc4)CC3)ccc21,6,0,-1,1,0,1,1,-1.1,5,-4
CC1(C)Cc2cccc(OCC(=O)NC3CC3)c2O1,3,0,5,-1,5,0,1,-0.2,-8,-1
O=C(Cc1ccccc1)NC(=S)Nc1ccc(N2CCCCC2)cc1,1,9,0,-2,-4,-5,-2,-0.9,14,9
COc1cccc(NC(=O)CN(C)C(=O)CNC(=O)c2ccccc2F)c1,10,1,0,0,4,-4,-3,0.2,-4,9
CCOC(=O)c1cc(CC)sc1/N=C/C1=C(O)CCCC1=O,4,-3,3,2,1,13,3,-2.2,-7,-6
CCN(CC)c1ccc(NC(=O)COC(=O)CCC(=O)c2cccs2)cc1,6,6,4,-2,-4,7,-6,-5.3,-7,5
COc1ccc2nc(SCC(=O)c3ccco3)[nH]c2c1,-10,0,4,4,2,2,3,-0.7,-6,8
CCN(CC)CCNc1nc2c(c(=O)[nH]c(=O)n2C)n1CCCc1ccccc1,8,-3,0,2,-4,2,1,-0.4,-1,-14
CC(C)CNC(=O)C1CC(=O)OC12CCCCC2 (configuration not stated),8,0,-6,1,-2,-4,-5,-1.3,1,10
COc1ccccc1/C=C1\SC(=S)N(CCC(=O)Nc2cccc(O)c2)C1=O,-37,16,11,-1,0,-49,-5,-1.2,1,8
Cc1ccc(OCC(=O)N/N=C/c2cccc3cccnc23)cc1,-8,-5,0,-2,-2,1,0,-2.0,5,12
N#C/C(=C\c1ccc[nH]1)C(=O)NC1CC1,-6,1,-7,4,5,1,-2,-0.2,3,-1
c1ccc2nc3c(cc2c1)CCCCCC3,5,-3,0,-3,-11,1,-3,1.4,-2,4

# Other structures
SMILES,HTRA1 inhibitor,rCAG RNA binder,Rev-erbA mod,SMARCA2 activ,GC-B act,ABHD4 inh,NPR1 activator,PG9 Ab binder,ASAP1 GAP inh,ARFGAP1 inh
COc1ccccc1C(OC(=O)c1cccs1)C(=O)NCc1ccco1 (configuration not stated),-18,10,-1,0,-7,-8,-10,2.6,8,-19
COc1ccc(C(C(=O)NC(C)(C)C)n2c(=O)c(-c3ccccc3)nc3ccccc32)cc1 (configuration not stated),nt,3,-2,-2,-5,-15,0,-1.0,-2,1
O=P(CCNCc1ccco1)(c1ccccc1)c1ccccc1,2,-5,7,1,-8,3,-4,-0.5,0,1
O=C(Nc1ccncc1)c1cc(C2CCCCN2C(=O)CCCc2ccccc2)on1 (configuration not stated),nt,2,-4,-3,3,-5,-1,-1.5,-3,-19
Cc1cccc(NC(=O)CNC(=O)c2ccco2)n1,-5,2,-14,0,2,4,1,-1.8,19,6
COC(=O)CCC[C@H]1CC2(C[C@H](CCCO[Si](C)(C)C(C)(C)C)N1C(=O)OC(C)(C)C)OCCO2,-5,-9,1,0,4,4,0,1.1,4,2
Cc1cccc(OCc2nnc(SCC(=O)Nc3ccc(N4CCOCC4)cc3)o2)c1,0,-1,-1,0,-2,1,2,-1.7,32*,3
CCOc1ccc(N(CC(=O)Nc2cccc(F)c2)S(=O)(=O)c2c(C)noc2C)cc1,-22,3,-7,-3,-13,-14,-1,0.2,0,6

# Complete entries, quoted from the list. Values in the order: HTRA1 inhibitor | rCAG RNA binder | Rev-erbA mod | SMARCA2 activ | GC-B act | ABHD4 inh | NPR1 activator | PG9 Ab binder | ASAP1 GAP inh | ARFGAP1 inh
# Entry for CN(c1ccc(C(=O)Nc2ccc(CC#N)cc2)cc1)S(C)(=O)=O → -1 | -1 | -1 | -1 | 2 | -4 | 4 | 2.1 | 6 | -9
# Entry for CCCn1c(SCC(=O)Nc2cc(S(=O)(=O)N(C)C)ccc2OC)n[nH]c1=O → 6 | -1 | -4 | 1 | 6 | 3 | 2 | -1.6 | -6 | 14

# Screening results (PubChem BioAssay)
